GLP1R inv ag – acts as inverse agonist at human GLP-1 receptor; Potency, µM (series often up to 38.3 µM), for inactives: at the highest dose activity change, negative = inhibition, most hits filed as inhibitors; HEK293 GLP-1R CRE-luciferase, luminescence, 24 h; GLP-1R form is constitutively active; P43220; AID 624417; hit rate 1.6% among 410,000; note: potency is the fitted concentration of half-maximal effect; % is set by controls: 0 for no effect and ±100 for the full control effect; nearly all actives have a fitted effect of over 55% in size
Target sequence (P43220 whole entry, looked up): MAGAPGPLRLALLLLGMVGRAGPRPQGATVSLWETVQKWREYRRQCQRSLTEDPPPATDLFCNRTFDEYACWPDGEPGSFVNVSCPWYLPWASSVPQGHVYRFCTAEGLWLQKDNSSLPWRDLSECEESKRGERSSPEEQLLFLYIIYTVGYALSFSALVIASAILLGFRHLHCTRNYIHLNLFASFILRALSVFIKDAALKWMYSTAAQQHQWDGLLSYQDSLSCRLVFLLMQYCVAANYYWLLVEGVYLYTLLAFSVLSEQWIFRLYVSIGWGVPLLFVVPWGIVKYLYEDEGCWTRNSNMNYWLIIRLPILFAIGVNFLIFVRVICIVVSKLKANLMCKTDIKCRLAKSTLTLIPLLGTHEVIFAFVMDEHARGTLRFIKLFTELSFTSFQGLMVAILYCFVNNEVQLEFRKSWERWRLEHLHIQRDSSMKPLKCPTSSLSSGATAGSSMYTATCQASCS
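GLP-1R inverse agonism mode: basal reporter luminescence in engineered HEK293 cells measured after one day of compound exposure at 37 deg C, with a 12 min room-temperature detection step.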
Akt phos inh – inhibitors of Akt phosphorylation; activity change, % for hits at 50 µM; hit rate 0.32% among 360,000; Neuro2A IGF-stimulated pAkt S473 HTRF, 20 min; active compounds read low; in the data active = activity change below about -80%; inconclusive = mostly about -51% to -80%; note: % is set by controls: 0 for no effect and ±100 for the full control effect
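Neuro2A cells (4,500/well, DMEM with 0.5% FBS) were treated with compound at a single 50 µM final concentration, stimulated with 6 nM IGF for 20 min at 37 °C, and lysed. Phospho-Akt Ser473 was read by HTRF as 665/615 ratio ×10^4.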
Abeta yeast res – compounds reversing amyloid beta toxicity in yeast; yeast expressing A-beta42, growth rescue, OD600, 48 h; response scale: 0% DMSO, 100% iron-clioquinol control; hit rate 0.063% among 410,000; Potency, µM (series often up to 46.1 µM), for the others: at the top dose growth rescue, actives largely listed as activators; AID 1347071; note: potency is the fitted concentration of half-maximal effect; nearly all actives have a fitted effect of over 55% in size
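Yeast growth medium received pinned compounds, then yeast cells expressing toxic A-beta were added; plates incubated at 30 C for 48 hr. Growth read as absorbance at 600 nm, normalized to DMSO and equimolar FeCl3 plus clioquinol controls.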
PTHR1 ag – agonists of human PTHR1 parathyroid hormone receptor; HEK293 GP2 PTHR1 cells, GloSensor cAMP luminescence, 1 h; Potency, µM (top dose mostly 115 µM), without a hit: at the highest dose activation, most hits filed as activators; hit rate 0.075% among 410,000; note: potency is the fitted concentration of half-maximal effect; nearly all actives have a fitted effect of over 55% in size; some results filed as inactive show a strong effect at the top dose; inactives centre near -15; many of its hits are not listed in these tables
Target sequence (Q03431 whole entry, looked up): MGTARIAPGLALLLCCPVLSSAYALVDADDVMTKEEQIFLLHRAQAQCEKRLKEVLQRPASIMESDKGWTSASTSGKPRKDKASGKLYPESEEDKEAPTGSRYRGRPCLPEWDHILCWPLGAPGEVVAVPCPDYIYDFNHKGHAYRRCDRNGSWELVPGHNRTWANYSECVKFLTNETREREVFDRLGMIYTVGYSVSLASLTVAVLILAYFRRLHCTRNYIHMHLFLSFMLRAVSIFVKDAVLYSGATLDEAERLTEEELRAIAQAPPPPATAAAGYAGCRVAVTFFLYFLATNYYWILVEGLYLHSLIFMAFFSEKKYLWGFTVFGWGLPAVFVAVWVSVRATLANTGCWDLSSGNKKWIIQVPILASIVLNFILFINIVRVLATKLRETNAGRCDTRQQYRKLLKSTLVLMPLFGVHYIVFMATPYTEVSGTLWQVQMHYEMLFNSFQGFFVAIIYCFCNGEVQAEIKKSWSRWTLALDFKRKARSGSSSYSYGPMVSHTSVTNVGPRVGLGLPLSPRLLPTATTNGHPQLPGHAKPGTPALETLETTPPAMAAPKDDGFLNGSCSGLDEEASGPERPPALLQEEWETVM
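HEK-293-derived GP2 cells expressing PTHR1 and a GloSensor cAMP reporter, 3,000/well, plated overnight, given luciferin plus IBMX (each 0.5 mM as added) for 1 h at 37 °C, then compound for 1 h at 37 °C. Luminescence was read after 15 min at room temperature.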
aSyn rescue – alpha-synuclein toxicity inhibition in yeast; AID 652106; Yeast expressing alpha-synuclein, growth rescue, BacTiter-Glo, 24 h; Potency, µM (series often up to 46.1 µM), for inactives: at the highest dose growth rescue (activation), hits mostly activators; hit rate 0.14% among 370,000; note: potency is the fitted concentration of half-maximal effect; % of control where 0% means no effect; nearly all actives have a fitted effect of over 65% in size
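Rescue of yeast growth: cells expressing toxic alpha-synuclein, induced in galactose at OD600 0.02, incubated with compound 24 h at 30 C. ATP luminescence quantified growth; inhibitors of toxicity appear as activators.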
GLP-1R agonist – agonists of human GLP-1 receptor. P43220. HEK293 GLP-1R CRE-luciferase, luminescence, 4-6 h; cells express a hypersensitive GLP-1R form. Potency, µM (doses to about 45.6 µM), for inactives: at the highest dose activation, actives largely listed as activators. hit rate 0.007% among 380,000; note: potency is the fitted concentration of half-maximal effect; % of control where 0% means no effect
D3 antag – blocks the human D3 dopamine receptor; max response, negative = inhibition, %; AID 652054; hit rate 2.5% among 360,000; D3R cells, DiscoveRx beta-arrestin luminescence, antagonist mode; active compounds read low; P35462; in the data active = max response below about -50%; inconclusive = no clear call, values can overlap the other calls; note: % is set by controls: 0 for no effect and ±100 for the full control effect; mostly tested at two doses, the higher about 12 µM
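Cells plated overnight at 1500 cells/well, then exposed to library compounds with dopamine controls for 90 minutes at 37 degrees C. DiscoveRx reagent added for 30–60 minutes at room temperature; luminescence read, quantitative HTS format.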
TDP43 rescue – TDP-43 toxicity inhibition in yeast; TDP-43 expressing yeast growth rescue, BacTiter-Glo, 24 h; Potency, µM (titrated, usually from 46.1 µM), for the others: at the top dose growth rescue (activation), usual class: activators; hit rate 1.8% among 410,000; note: potency is the fitted concentration of half-maximal effect; % of control where 0% means no effect; nearly all actives have a fitted effect of over 50% in size
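Luminescence from BacTiter-Glo reports growth of TDP-43-expressing yeast after 24 hr at 30 deg C with compound. Cells were raffinose-pregrown to mid-log, then seeded in galactose medium at OD600=0.02.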
FUS yeast rescue – suppressors of FUS proteinopathy in yeast; S. cerevisiae FUS-expressing, growth rescue, OD600, 24 h; Potency, µM (highest dose often 76.6 µM), without a hit: at the highest dose growth rescue (activation), actives largely listed as activators; hit rate 0.24% among 390,000;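 note: potency is the fitted concentration of half-maximal effect; plate controls were DMSO vehicle for no effect and reference control for full effect; nearly all actives have a fitted effect of over 55% in size; some results filed as inactive show a strong effect at the top dose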
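Galactose (2%) drives FUS expression in yeast precultured in raffinose; seeding density OD 0.005. Test compounds incubated 24hr at 30C and 99% humidity before absorbance at 600 nm was measured.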
An asterisk follows results filed as active; i = inactive; u = inconclusive; x = no result given; & = joins results of further samples; [ ] = another dose, or the depositor's remark. Unless noted, calls come from the whole dose curve; as a rule, active = well fitted curve in the direction sought with a large enough effect; inconclusive = small, poorly fitted or top-dose-only effect, or another doubt; inactive = no such curve, though single readings can be large; an effect the other way counts as inactive or inconclusive. These rows are one share of the data. The share of hits here may be higher or lower than overall.

The line under a structure holds: GLP1R inv ag, Akt phos inh, Abeta yeast res, PTHR1 ag, aSyn rescue, GLP-1R agonist, D3 antag, TDP43 rescue, FUS yeast rescue
#1 CCC1Cc2c(nc(N)c3c(N)nc(N4CCOCC4)c(C#N)c23)O1 (stereo unspecified)
→ 125%[activator], i, -6%, -8%, 1%, 24%, -1, -10%[9.22 µM], 27%
#2 CCOc1ccc(NC(=O)c2c(NCc3sccc3C)sc3c2CCCCC3)cc1
→ 9%, x, -1%, 18%, x, x, x, -11%, 33%
#3 CSc1ccc(/C=C/C(=O)OCC(=O)NC2CCCCCC2)cc1
→ -6%, i, 11%, -50%[inhibitor], 0%, 12%, 32, 9%, -7%
#4 CCC(=O)N1CCc2cc(Br)cc(S(=O)(=O)CCC(=O)NCc3ccccc3)c21
→ 3%, x, 0%, i, x, x, x, 2%, -11%
#5 CCOc1ccc(S(=O)(=O)N2CCOCC2)cc1NC(=O)C1CSC2(C)CCC(=O)N12 (stereo unspecified)
→ 39%, i, 13%, i, 5%, 1%, 15, 19%, 18%
#6 C=CCCC(=O)N1C[C@H]2CON(C)[C@H]2C[C@H]1c1ccc(-n2ccnc2)cc1
→ 4%, i, -19%, -9%, -4%, 6%, 10, 3%, -29%
#7 CCOC(=O)c1c(NC(=S)Nc2ccc(OC)cc2)sc2c1CCC2
→ 0%, i, 8%, -24%, 0%, -1%, -21, -4%, 8%
#8 CC1=C(C(N)=O)C(c2sccc2C)n2nnnc2N1 (stereo unspecified)
→ -3%, i, -4%, i, 3%, -10%, 1, -2%, -4%
#9 Cc1cc(=O)c2c(o1)C(=O)c1occc1C2=O
→ 36%[activator], i, -7%, -7%, 6%, -7%, -28, 24%, x
#10 CCN(CC)c1ccc(N=Nc2nn(C)c(C)c2[N+](=O)[O-])cc1
→ 6%, i, -9%, -25%, -18%, 18%, -59*, 4%, -17%
#11 CCCCn1c(SCC(N)=O)nc2sc3c(c2c1=O)CCC3
→ 10%, i, -5%, -16%, -1%, -3%, -1, 3%, 0%
#12 CCN(c1ccc(OC)cc1)S(=O)(=O)c1csc(C(N)=O)c1
→ -10%, i, -3%, i, 11%, 0%, 0, 0%, -29%
#13 CCOc1ccc2nc(NCCNC(=O)C3CC3)c(C)cc2c1
→ 0%, i, -10%, 0%[57.5 µM], -6%, 0%, -28, -20%, -3%
#14 CC(C)NC(=O)C(C)n1cccc1C(=O)c1ccccc1 (stereo unspecified)
→ 0%, i, 19%, -24%[57.5 µM], -11%, -1%, u, 8%, 4%
#15 CCN(CC)c1ccc(S(=O)(=O)N2CCOCC2)cc1NS(C)(=O)=O
→ -11%, i, 7%, i, 0%, 9%, 5, -3%, 2%
#16 O=C(O)CCC(NC(=O)c1cncc(O)c1)C(=O)O (stereo unspecified)
→ 2%, i, 15%, -14%, 0%, -6%, 11, 13%, -10%
#17 CCOC(=O)c1c(N)sc2c1CCC(CC)C2 (stereo unspecified)
→ -21%, x, u, i, 7%, 1%, 8, 10%, 24%
#18 Cc1cc(NC(=O)c2nn(C)c(C)c2Br)no1
→ 5%, i, -9%, i, -5%, -2%, -10, -9%, 19%
#19 Cc1cc(F)ccc1C(O)c1ncc(-c2ccccc2)[nH]1 (stereo unspecified)
→ -14%, i, -4%, i, 6%, 5%, -10, 20%, -18%
#20 Cc1ccccc1NC(=S)NC1CCCC1
→ 0%, i, 26%, i, 1%, 0%, 3, 0%, -9%
#21 C/C(N)=C(/C#N)C(=O)COC(=O)C(NS(=O)(=O)c1ccc(Cl)cc1)C(C)O (stereo unspecified)
→ 17%&0%, i, -2%&13%, 6%, 2%&4%, 1%&-8%, 3&-2, -13%&0%, 6%&22%
#22 Cc1cc(C)c(NC(=O)c2ccc3c(c2)C(=O)N(Cc2cccnc2)C3=O)c(C)c1
→ 5%, i, 20%, -15%, -6%, -13%, -9, 18%, 15%
#23 CCOc1ccccc1NC(=O)c1cc(C(=O)c2cc(Br)ccc2O)coc1=N
→ u, i, -4%, -33%, 2%, 5%, 9, 5%, 6%
#24 COC(=O)c1c(NC(NC(=O)CC(C)C)C(Cl)(Cl)Cl)sc2c1CCC2 (stereo unspecified)
→ u, i, 11%, -13%, -1%, -9%, -29, -17%, x
#25 O=C(CS(=O)(=O)c1c[nH]c2ccccc12)Nc1ccc(F)cc1
→ -15%, i, 5%, i, 3%, -1%, -9, -5%, 13%
#26 CC(C)(C)c1ccc(/C=N/NC(=O)CN2CCS(=O)(=O)CC2)cc1
→ -29%, i, 11%, i, 2%, 6%, 9, 9%, 4%
#27 Cn1cc(CNC(=O)c2ccc(OC3CCN(Cc4ccccn4)CC3)cc2)cn1
→ -2%, i, 10%, i, -8%, 2%, 6, 7%, -7%
#28 COc1ccc(C)cc1NC(=O)Cn1cc(S(=O)(=O)N2CCC(C)CC2)c2ccccc2c1=O
→ u, x, -6%, 11%, x, -1%, x, -3%, 35%
#29 CCc1nc2c(OCCc3cccc(OC)c3)cccn2c1N(C)C(=O)c1cccs1
→ u, i, 14%, i, 1%, 0%, u, 13%, u
#30 CCCCCCc1ccc(N2C[C@H](C)[C@@H](CC(=O)NCc3ccccc3)C2=O)cc1
→ u, i, -3%, -24%, -4%, 6%, 52, u, 33%

Structures above containing fluorine:
The line under a structure holds: GLP1R inv ag, Akt phos inh, Abeta yeast res, PTHR1 ag, aSyn rescue, GLP-1R agonist, D3 antag, TDP43 rescue, FUS yeast rescue
#19 Cc1cc(F)ccc1C(O)c1ncc(-c2ccccc2)[nH]1 (stereo unspecified)
→ -14%, i, -4%, i, 6%, 5%, -10, 20%, -18%
#25 O=C(CS(=O)(=O)c1c[nH]c2ccccc12)Nc1ccc(F)cc1
→ -15%, i, 5%, i, 3%, -1%, -9, -5%, 13%

More records:
no.	mol	GLP1R inv ag	Akt phos inh	Abeta yeast res	PTHR1 ag	aSyn rescue	GLP-1R agonist	D3 antag	TDP43 rescue	FUS yeast rescue
31	O=C(Nc1nccs1)c1ccc(Br)c(S(=O)(=O)N2CCOCC2)c1	1%	i	1%	-16%[57.5 µM]	-2%	1%	6	-4%	7%
32	CC(=O)Nc1ccc(NC(=O)CSc2ccc3nnc(CCNS(=O)(=O)c4ccc(C)cc4)n3n2)cc1	-1%	i	0%	u	-3%	-3%	-16	2%	12%
33	COc1ccccc1NC(=O)Nc1nc(CC(=O)N2CCN(c3ccc(F)cc3)CC2)cs1	u	i	11%	-40%[inhibitor]	-1%	-25%	4	-16%	u
34	CC(=O)c1cccc(Nc2nc(-c3sc(N)nc3C)cs2)c1	41%[activator]	i	14%	-4%	-11%	9%	5	24%	19%
35	COc1ccc(N2CCN(Cc3nnc(-c4cccc(Br)c4)o3)CC2)cc1	16%	x	10%	i	x	x	x	24%	9%
36	NC(=O)CC(NC(=O)c1ccccc1)c1ccc(NCCc2ccc(Cl)cc2)c([N+](=O)[O-])c1 (stereo unspecified)	4%	i	-22%	-16%	1%	13%	u	5%	-14%
37	Cc1ccc(C(=O)NC(C)c2ccccc2)o1 (stereo unspecified)	0%	i	-1%	i	4%	0%	-11	0%	9%
38	CCc1ccc(-c2nc(CCl)cs2)cc1	10%	i	8%	-18%	-4%	1%	-12	22%	7%
39	COc1cccc(OCC(O)CN2CCN(CCO)CC2)c1 (stereo unspecified)	4%	i	-1%	i	-1%	-4%	-28	-15%	10%
40	CCOc1ccc(S(=O)(=O)N2CCC(C(=O)NCc3ccncc3)CC2)cc1C	-26%	i	7%	-10%	1%	-1%	5	13%	-13%
41	CC(C)(C)OC(=O)N1CCOCCOCCN(C(=O)OC(C)(C)C)CCOCC1	-18%	i	12%	-75%[inhibitor]	4%	-1%	10	13%	15%
42	Cc1nn(-c2cccc([N+](=O)[O-])c2)c(N)c1-c1ccccc1	-5%	i	-19%	-19%	-7%	29%	1	16%	10%
43	Cc1ccc(Cn2c(=O)n(Cc3ccccc3Cl)c(=O)c3cccnc32)cc1	8%	x	-19%	-32%[inhibitor]	x	x	x	3%	2%
44	COc1ccccc1Cn1c(=O)oc2ccccc21	-8%	i	5%	i	4%	4%	-7	23%	-24%
45	O=C(COC(=O)/C=C/c1ccc([N+](=O)[O-])cc1)Nc1ccc(F)cc1	10%	i	0%	i	u	-6%	-5	u	0%

no.	mol	GLP1R inv ag	Akt phos inh	Abeta yeast res	PTHR1 ag	aSyn rescue	GLP-1R agonist	D3 antag	TDP43 rescue	FUS yeast rescue
46	O=C1CC/C=C\C[C@@H](CC(=O)N(CCO)Cc2ccccc2)C(=O)NCCO1	-19%	i	-7%	-18%	-3%	-1%	0	5%	-23%
47	Cc1ccccc1/C=C1\SC(=S)N(/N=C/c2cc([N+](=O)[O-])ccc2O)C1=O	-12%	i	-20%	-42%[inhibitor]	-10%	1%	-21	-3%[0.397 µM]	23%
48	O=C(NNC(=O)c1ccc(NC(=O)c2ccccc2)cc1)c1ccccc1	-9%	i	-8%	-15%	-6%	12%	-3	-12%	15%
49	C=CCc1ccc(OCC(O)COCC)c(OC)c1 (stereo unspecified)	13%	i	-8%	-47%[inhibitor][57.5 µM]	-2%	7%	-26	-6%	17%

Sorted by heavy-atom count (lowest first): some entries from above
no.	mol	GLP1R inv ag	Akt phos inh	Abeta yeast res	PTHR1 ag	aSyn rescue	GLP-1R agonist	D3 antag	TDP43 rescue	FUS yeast rescue
49	C=CCc1ccc(OCC(O)COCC)c(OC)c1 (stereo unspecified)	13%	i	-8%	-47%[inhibitor][57.5 µM]	-2%	7%	-26	-6%	17%
45	O=C(COC(=O)/C=C/c1ccc([N+](=O)[O-])cc1)Nc1ccc(F)cc1	10%	i	0%	i	u	-6%	-5	u	0%
46	O=C1CC/C=C\C[C@@H](CC(=O)N(CCO)Cc2ccccc2)C(=O)NCCO1	-19%	i	-7%	-18%	-3%	-1%	0	5%	-23%

Screening data from PubChem BioAssay.
